High-throughput results (PubChem)
GAA inh: blocks human lysosomal alpha-glucosidase | P10253 | purified human GAA, 4-MU-alpha-glucoside fluorescence | Potency, µM (top dose mostly 76.9 µM), without a hit: at the highest dose activity change, negative = inhibition, usual class: inhibitors | hit rate 0.005% among 200,000 | AID 1466;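 also: potency is read from the fitted curve at half-maximal effect; plate controls were uninhibited enzyme wells for no effect and no-enzyme background for full effect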
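AC50 values come from Hill fits of compound titrations (up to 77 uM) against 4 nM human enzyme. Substrate 4-methylumbelliferyl-alpha-D-pyranoside at 400 uM, pH 5.0 citrate buffer, 20 min room temperature; fluorescence Ex 365/Em 440 after alkaline stop.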
CBFb RUNX1 block: CBF-beta/RUNX1 interaction disruption; AlphaScreen CBFb-His/RUNX1-biotin binding, biochemical; 230,000 tested, under 10 active; Potency, µM (highest dose often 59.8 µM), without a hit: top-dose activity, negative = inhibition, actives largely listed as inhibitors; Q01196+Q13951; AID 1477; also: % of control where 0% means no effect
Target sequence (Q01196 whole entry, looked up): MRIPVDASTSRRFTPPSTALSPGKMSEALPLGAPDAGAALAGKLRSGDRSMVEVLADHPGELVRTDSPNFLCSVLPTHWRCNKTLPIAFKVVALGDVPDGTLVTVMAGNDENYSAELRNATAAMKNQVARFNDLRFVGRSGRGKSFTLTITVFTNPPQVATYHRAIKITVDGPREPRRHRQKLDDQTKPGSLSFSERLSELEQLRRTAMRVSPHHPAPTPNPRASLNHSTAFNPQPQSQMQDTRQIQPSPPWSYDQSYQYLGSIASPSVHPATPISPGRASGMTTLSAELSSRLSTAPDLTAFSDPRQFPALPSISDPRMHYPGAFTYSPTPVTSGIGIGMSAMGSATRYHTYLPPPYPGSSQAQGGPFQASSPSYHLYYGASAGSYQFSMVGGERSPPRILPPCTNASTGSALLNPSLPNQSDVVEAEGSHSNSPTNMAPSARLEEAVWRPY
Target sequence (Q13951 whole entry, looked up): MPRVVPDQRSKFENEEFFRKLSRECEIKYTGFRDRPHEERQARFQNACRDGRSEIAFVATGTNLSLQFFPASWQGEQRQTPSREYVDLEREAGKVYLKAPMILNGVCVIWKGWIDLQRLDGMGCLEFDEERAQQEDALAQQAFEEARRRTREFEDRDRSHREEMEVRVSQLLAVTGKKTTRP
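Inhibition was taken as any reduction in AlphaScreen signal from the CBF-beta–RUNX1 pair (His and biotin tags, 30 nM each), measured after compound (15 min) and bead (90 min) incubations at room temperature.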
Lamin A splicing: modulators of lamin A splicing; AID 1487; Potency, µM (series often up to 46.1 µM), for inactives: at the top dose ratio change, negative = inhibition, hits mostly inhibitors; HeLa LMNA splicing GFP/RFP minigene ratio, 48 h; hit rate 0.01% among 200,000; active = well fitted inhibition curve with a large enough effect in the signal ratio, with a control signal flat, not every such curve was filed as active; inconclusive = small, poorly fitted or top-dose-only effect, or effect the other way, or a change in a side signal; the % refers to the signal ratio; also: potency is read from the fitted curve at half-maximal effect; % is scaled to controls: 0 for no effect and ±100 for the full control effect
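Read-out is the ratio of GFP to DsRed2 object intensity, acquired by 488 nm laser-scanning cytometry on HeLa lamin A-EGFP minigene reporter cells. Compound incubation 48 hrs at 37 °C in Opti-MEM with 2% FBS; DMSO 0.5% final.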
HTT aggregate: reduces HttQ103-GFP aggregates in PC12 cells; PC12 HttQ103-GFP aggregates, Acumen cytometry, 40 h; Potency, µM (top dose mostly 46.1 µM), without a hit: at the highest dose activity change, negative = inhibition, actives largely listed as inhibitors; hit rate 1.1% among 220,000; AID 1688; also: potency is read from the fitted curve at half-maximal effect; % is scaled to controls: 0 for no effect and ±100 for the full control effect; nearly all actives have a fitted effect of over 60% in size
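Aggregates are detected as GFP objects 1–25 µm with signal 6 STDEV over background in lysates of induced PC12 cells. These carry Huntingtin exon 1 with 103 glutamines fused to GFP under an ecdysone promoter; compounds titrated.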
HTT ATP protect: Huntington cell model cytoprotection by ATP luminescence | PC12 HTT-Q103 induced, cytoprotection, ATP luminescence, 40 h | Potency, µM (doses to about 56.4 µM), for inactives: cytoprotection (ATP increase), hits mostly activators | hit rate 0.14% among 230,000 | AID 1471;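 also: potency is read from the fitted curve at half-maximal effect; % of control where 0% means no effect; nearly all actives have a fitted effect of over 45% in size; toxic huntingtin expression switched on by the ecdysone agonist tebufenozide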
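PC12 cells with ecdysone-inducible HTT exon 1 Q103-GFP, induced with 100 nM tebufenozide and co-treated with library compounds in a dose series (1536-well, 1500 cells/well). Cytoprotection read as ATP content by ATPlite luminescence.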
aGlu spleen mod: inhibitors or activators of human alpha-glucosidase in spleen homogenate; P10253; human spleen homogenate, 4-MU-alpha-glucoside fluorescence; Potency, µM (series often up to 79.9 µM), without a hit: at the highest dose activity change, negative = inhibition, usual class: inhibitors; hit rate 0.006% among 240,000;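 also: potency is read from the fitted curve at half-maximal effect; 0% = enzyme with vehicle and -100% = no enzyme basal signal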
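AC50 values come from Hill-equation fits of concentration-response data, normalized to no-enzyme and full-activity controls. Enzyme source: 1 ug human spleen homogenate; 1 mM fluorogenic 4-MU glucoside, pH 5.0 citrate buffer, 37 C, 40 min.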
GAA glycogen mod: GAA glycogen-cleavage inhibition or activation | AID 2100 | hit rate 0.38% among 300,000 | Potency, µM (titrated, usually from 76.4 µM), inactives show at the highest dose activity change, negative = inhibition, hits mostly inhibitors | recombinant GAA, glycogen substrate, Amplex Red glucose oxidase fluorescence;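 also: potency is read from the fitted curve at half-maximal effect; 0% = full enzyme reaction and -100% = no-enzyme basal signal; the screen sought inhibitors and activators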
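Recombinant enzyme (4 nM final) with compounds titrated up to 77 uM and bovine liver glycogen (30 ug) in citrate pH 5.0, 0.01% Tween-20, 37 C 40 min. Released glucose detected by Amplex Red/glucose oxidase (Ex 573/Em 610); AC50 from Hill fits.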
* hit, by the source's call; ? = inconclusive; nt = not tested or not shown; & = joins results of further samples; [ ] = dose if it differs, or a comment. Unless noted, calls follow the shape of the dose curve; as a rule, active = well fitted curve in the direction sought with a large enough effect; inconclusive = small, poorly fitted or top-dose-only effect, or another doubt; inactive = no such curve, though single readings can be large; an effect the other way counts as inactive or inconclusive.

Molecule | aGlu spleen mod | Lamin A splicing | CBFb RUNX1 block | GAA inh | GAA glycogen mod | HTT aggregate | HTT ATP protect
C=CCOc1ccc(C(=O)Nc2ccc(OCC)cc2)cc1 | -1.0% | -20.6%[46 µM] | 7.8% | 2.4% | 18.5% | 19.5% | -31.9%
Cc1ccc(NC(=O)CCNCc2ccco2)cc1S(=O)(=O)N(C)C | -6.7% | -18.1%[46 µM] | -3.7% | -0.9% | 5.8% | -4.9% | 21.0%[10 µM]
CCN(CC)CCCCCCCCOC(=O)c1cc(OC)c(OC)c(OC)c1 | 1.6%&-3.6%&-7.3% | ? | 13.1%&0.2%&3.2% | nt | nt | nt | -36.1%[inhibitor]
CCn1c(C)cc(/C=C2\NC(=O)N(Cc3ccc(Cl)cc3)C2=O)c1C | -2.0% | 7.4% | -7.1% | 9.1% | 19.1% | -0.3% | -19.1%
O=C(O)C1CCCCC1C(=O)Nc1ccc(F)cc1F (centres undefined) | -5.4% | 2.9% | 0.4% | -3.5% | 5.9% | ? | 5.4%
CCc1nnc(NC(=O)c2ccc(S(=O)(=O)N3CCCc4ccccc43)cc2)o1 | 0.3% | ? | -18.7% | -4.8% | 9.9% | 8.91µM* | -69.4%[inhibitor][10 µM]
COc1ccc(NC(=O)c2cc(C(C)C)on2)c(OC)c1 | 0.8% | -10.9% | 8.7% | -7.1% | -1.6% | 13.2% | -3.7%[10 µM]
CCOC(=O)c1[nH]ncc1CN1CCC(Cc2cccc(OC)c2)(C(=O)OCC)CC1 | 3.5% | nt | 0.2% | nt | 0.0% | 13.0%[9.22 µM] | -1.9%[10 µM]
CCCCC/C=C\C[C@@H]1O[C@H]1/C=C/C(O)C/C=C\CCCC(=O)O (some centres undefined) | 3.3% | nt | -3.7% | nt | nt | nt | -14.6%
CCc1nnc(NC(=O)COC(=O)CN2C(=O)c3ccccc3C2=O)s1 | 0.9% | 3.2%[0.0737 µM] | 2.4% | 8.5% | 10.1% | -11.2% | 6.7%
O=C(CC1CCCCC1)Nc1c2c(nn1-c1ccc(F)cc1)CS(=O)(=O)C2 | -0.2% | -10.0% | 0.4% | -1.7% | 4.5% | 14.8% | -8.3%[0.074 µM]
CCS(=O)(=O)N1CCC(C(=O)NCc2cc(OC)ccc2OC)CC1 | -2.4% | 10.2% | 10.4% | -6.6% | -2.6% | 7.8% | -17.4%
Cc1ccc(NC(=S)Nc2ccc(Cl)c(Cl)c2)c(OC(F)F)c1 | -0.4% | ? | 3.2% | 8.1% | -17.8% | -3.3% | ?
Cc1cccc(-c2noc(-c3ccoc3C)n2)c1 | 6.7% | 0.3%[46 µM] | 0.7% | -1.7% | 20.2% | 20.1% | 6.9%
CCOC(=O)/C(C#N)=C/c1ccc(N2CCN(Cc3ccccc3)CC2)cc1 | -4.2% | -10.5% | 6.8% | -4.0% | -12.4% | -7.7% | 1.8%[10 µM]
O=C(O)COC(=O)C1C(c2ccccc2)C(C(=O)O)C1c1ccccc1 (centres undefined) | -3.3% | nt | 1.1% | ? | -5.9% | 8.1%[9.22 µM] | 8.3%
COc1ccc([N+](=O)[O-])cc1NC(=O)Cn1ccc(C(F)(F)F)n1 | nt | nt | 12.2% | -1.2% | -9.7% | -19.6% | -40.1%[inhibitor]
CCCCCc1nc2c(=O)n(C)c3ccccc3c2o1 | -4.5% | -0.4% | 2.6% | -14.6% | 2.1% | -0.8% | -32.6%
O=C(CCc1nc2ccccc2s1)OCC(=O)c1ccccc1 | 0.7% | -5.3% | 6.2% | -1.6% | -5.2% | -3.4% | -0.1%[10 µM]
Nc1ccc(Oc2ccc(Br)cc2)cc1 | -11.5% | 3.3% | -5.7% | -11.9% | 8.2% | 3.4% | -19.0%[1.9 µM]
CCOc1cc(C2C(C#N)=C(N)OC(C)=C2C(C)=O)c(Br)c(Br)c1OC(C)C (centres undefined) | -9.8% | ? | -4.8% | -4.2% | -19.9% | ? | -70.6%[inhibitor][10 µM]
COc1ccc2ncn(-c3ccccc3)c2c1 | -14.2% | 2.1% | 2.8% | 4.1% | 3.3% | 10µM* | 23.2%[10 µM]
CCOC(=O)c1[nH]c2ccccc2c1NC(=O)NC(C)C | 1.0% | nt | 0.9% | nt | -8.8% | -16.9%[9.22 µM] | -7.2%[10 µM]
COc1ccc(-n2nc(C(=O)NCC(=O)Nc3cccc(C)n3)c3ccccc3c2=O)cc1 | -0.5% | -11.5% | 4.9% | 2.7% | -18.6% | 14.6% | 13.2%
S=C(NCc1ccco1)N1CCN(c2nc(-c3ccccc3)cs2)CC1 | 1.3% | 10.5%[46 µM] | -24.6% | -4.9% | -9.5% | -5.0%[9.22 µM] | 18.9%[10 µM]
COc1ccc(C(=O)CSc2nc3c(c(=O)n(C)c(=O)n3C)n2C)cc1 | 4.7% | 21.2%[46 µM] | 1.3% | ? | -6.0% | 1.4%[9.22 µM] | 21.8%[10 µM]
CC(C)Cc1nc(C#N)c(N2CCC(C(N)=O)CC2)o1 | 3.7% | 7.1% | -1.4% | 0.7% | 0.4% | -7.1% | 12.0%[10 µM]
COc1ccccc1/C=C/C=C1\Oc2c(ccc(O)c2CN2CCN(CCO)CC2)C1=O | -11.9% | ? | -3.6% | -13.0% | -2.1% | -8.1% | nt
COc1cc(C2C(N3C(=O)c4ccccc4C3=O)C(=O)N2c2cccc(C)c2)cc(OC)c1OC (centres undefined) | -7.4% | -7.0% | -2.2% | 0.0% | 2.3% | -21.6% | -4.3%[10 µM]
CN1C(=O)CC(C(=O)O)SC1=Nc1cccc(C(F)(F)F)c1 (centres undefined) | 11.1% | 2.4% | 1.5% | -3.4% | 2.6% | 8.7% | -14.7%[10 µM]
CC(=O)N[C@@H]1c2c(ccc3ccccc23)OC[C@@H]1COC(C)=O | 7.4% | 19.8%[46 µM] | 11.4% | -1.5% | -2.3% | -4.4% | -11.7%[10 µM]
CN(C)CCOc1ccc2ccccc2c1 | 7.9% | -2.8% | -8.6% | 3.7% | 7.1% | 3.3% | 23.4%[10 µM]
Cc1ccc(Oc2cnc3ccccc3n2)cc1 | -1.5% | ? | 19.2% | 8.7% | 2.9% | ? | -2.6%
CN(CC(=O)Nc1cccc(F)c1)CC(=O)Nc1cccc([N+](=O)[O-])c1 | -5.6% | nt | 2.2% | 2.0% | -18.1% | -1.1% | 14.3%
COC(=O)c1cc(F)c(-n2cncn2)c(F)c1 | -6.1% | -3.2% | 0.1% | 7.3% | 0.8% | 5.1% | 24.6%
O=C(Nc1ccc(F)cc1)Nc1nnc(-c2ccccc2)o1 | -4.4% | nt | 4.6% | 12.1% | 5.3% | 23.0% | 17.4%
CCOC(=O)c1n[nH]c(=O)c2ccccc12 | -18.8% | nt | -14.4% | -3.3% | 9.4% | 1.5% | -14.8%
CC1CCCCN1C(=S)Nc1ccc(OC(F)F)cc1 (centres undefined) | -0.3% | ? | 3.0% | -4.9% | -16.6% | 8.9% | 25.7%[1.9 µM]
Cc1nn(Cc2c(F)c(F)c(F)c(F)c2F)c(C)c1NC(=O)c1ccc(COc2ccccc2Cl)cc1 | -6.8% | 8.3% | -0.7% | 5.4% | -2.4% | -10.1% | -5.2%
COCCn1c(SCC(=O)/C=C2\N(C)c3ccccc3C2(C)C)nnc1-c1ccncc1 | -13.5% | ? | 4.5% | -12.5% | 15.1% | ? | 5.0%[10 µM]

One compound at a time (already shown). Order of screens: aGlu spleen mod	Lamin A splicing	CBFb RUNX1 block	GAA inh	GAA glycogen mod	HTT aggregate	HTT ATP protect
`CN(CC(=O)Nc1cccc(F)c1)CC(=O)Nc1cccc([N+](=O)[O-])c1` is entered as -5.6%	nt	2.2%	2.0%	-18.1%	-1.1%	14.3%
`CN(C)CCOc1ccc2ccccc2c1` is entered as 7.9%	-2.8%	-8.6%	3.7%	7.1%	3.3%	23.4%[10 µM]
`COCCn1c(SCC(=O)/C=C2\N(C)c3ccccc3C2(C)C)nnc1-c1ccncc1` is entered as -13.5%	?	4.5%	-12.5%	15.1%	?	5.0%[10 µM]
`O=C(Nc1ccc(F)cc1)Nc1nnc(-c2ccccc2)o1` is entered as -4.4%	nt	4.6%	12.1%	5.3%	23.0%	17.4%
`CCOC(=O)c1n[nH]c(=O)c2ccccc12` is entered as -18.8%	nt	-14.4%	-3.3%	9.4%	1.5%	-14.8%

(more compounds)
Molecule | aGlu spleen mod | Lamin A splicing | CBFb RUNX1 block | GAA inh | GAA glycogen mod | HTT aggregate | HTT ATP protect
COc1ccc(-c2ccc(C#N)c(OC(=O)c3c(Cl)cccc3Cl)n2)cc1 | 2.8% | ? | 4.9% | 3.4% | -5.3% | ? | -25.9%
COc1ccc(S(=O)(=O)Nc2ccccc2C(F)(F)F)cc1 | -13.8% | -16.5% | 17.2% | ? | -2.1% | -5.9% | 5.2%
CCCn1c(SCC(=O)NC23CC4CC(CC(C4)C2)C3)n[nH]c1=O | -0.5% | -2.3% | 7.8% | 5.9% | 1.6% | -14.7% | -19.7%
C#CCNC(=O)c1ccc(OCc2ccccc2)cc1Cl | nt | ? | 8.9% | -6.5% | -10.7% | 3.5% | -28.1%
Cc1cc(C)n2nc(C(=O)N(C)C(c3ccccc3)c3ccccc3)nc2n1 | -4.1% | ? | 0.2% | -3.0% | -3.0% | 6.9% | 13.3%
COc1ccc(-c2csc(N(CC3CCCO3)C(=O)c3ccc(C)cc3)n2)cc1 (centres undefined) | -13.8% | ? | 2.4% | -1.6% | -5.7% | -6.0% | -13.1%[10 µM]
COc1ccc(/C=N/Nc2nc(N3CCCC3)nc(N3CCCC3)n2)cc1 | -1.8% | 4.1% | 0.4% | -4.0% | 5.7% | -15.1% | 12.7%[10 µM]
CC(=O)Nc1ccc(N(C(=O)c2ccco2)C(C(=O)NC2CCCC2)c2ccc(N3CCOCC3)cc2)cc1 (centres undefined) | -1.8% | -4.1%[46 µM] | 4.4% | -11.0% | -4.7% | 8.3%[9.22 µM] | 6.0%[10 µM]
CCn1c2ccccc2c2cc(NC(=O)C(=O)NCC3CCCO3)ccc21 (centres undefined) | 2.4% | 11.0%[46 µM] | -5.5% | ? | 13.2% | 6.1%[9.22 µM] | 3.2%[10 µM]
CC1=C(C(=O)Nc2ccccc2)C(c2ccc(C(C)C)cc2)N2C(=O)CSC2=N1 (centres undefined) | 0.5% | 1.1% | 2.6% | ? | 3.7% | 8.9% | 10.5%
